High-throughput results from PubChem BioAssay.
DRD3 agonist: qHTS of D3 Dopamine Receptor Agonist: qHTS. D(3) dopamine receptor (Homo sapiens), P35462. D3R DiscoveRx beta-arrestin cells, luminescence, 90 min. max activation, %. 410,000 compounds, 0.58% hits; in the data active means max activation above about 30%; further: 0% is about no effect; mostly tested at two doses, the higher about 12 µM
Target sequence (P35462 whole entry, looked up): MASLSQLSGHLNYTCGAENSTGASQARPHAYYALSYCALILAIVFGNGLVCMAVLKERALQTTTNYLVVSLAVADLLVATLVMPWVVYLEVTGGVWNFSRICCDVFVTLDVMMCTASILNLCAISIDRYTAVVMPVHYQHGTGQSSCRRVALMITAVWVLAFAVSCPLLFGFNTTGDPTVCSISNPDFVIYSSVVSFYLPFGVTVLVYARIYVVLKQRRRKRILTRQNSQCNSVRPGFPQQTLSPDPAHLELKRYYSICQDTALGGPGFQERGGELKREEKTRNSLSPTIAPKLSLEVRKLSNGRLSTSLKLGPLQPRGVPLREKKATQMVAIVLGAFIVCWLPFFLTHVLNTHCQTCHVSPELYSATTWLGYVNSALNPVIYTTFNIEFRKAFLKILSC
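Agonist-mode cell screen: cells plated at 1500/well and incubated overnight at 37 °C, then exposed to library compounds for 90 min at 37 °C. Detection reagent was added for 30–60 min at room temperature, and luminescence was read.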
EPAC2 antag: qHTS for Antagonist of cAMP-regulated guanine nucleotide exchange factor 2 (EPAC2): primary screen | Rap guanine nucleotide exchange factor 4 (Homo sapiens), Q8WZA2 | AID 720708, 2013 | EPAC2 GEF exchange of Rap1B-BODIPY-GDP, fluorescence | Potency, µM (doses to about 114 µM), without a hit: at the highest dose activity, negative = inhibition, actives largely listed as inhibitors | 360,000 compounds, 0.18% hits; further: potency means the concentration at half of the fitted maximal effect; on the % scale 0 is the no-effect control and ±100 the full control effect; nearly all actives have a fitted effect of over 45% in size; many of its hits are not listed in these tables
Akt phos inh: HTS Assay for Inhibitors of Akt Phophorylation: Primary Screen; 360,000 compounds, 0.32% hits; Neuro2A IGF-stimulated pAkt S473 HTRF, 20 min; stronger effect = lower value; activity change, % for hits at 50 µM; in the data active means activity change below about -80%; inconclusive means mostly about -51% to -80%; further: on the % scale 0 is the no-effect control and ±100 the full control effect
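Neuro2A cells in DMEM with 0.5% FBS, overnight at 37 deg C, given compound at single 50 µM final, then IGF (6 nM final) for 20 min at 37 deg C. Lysed; phospho-Akt Ser473 by HTRF after 24 h, 665/615 ratio.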
EPAC2 ag: qHTS for Agonist of cAMP-regulated guanine nucleotide exchange factor 4 (EPAC2): primary screen; 360,000 compounds, 0.079% hits; Rap guanine nucleotide exchange factor 4 (Homo sapiens), Q8WZA2; AID 720711, 2013; Potency, µM (titrated, usually from 154 µM), for the others: at the top dose activation, hits mostly activators; EPAC2 activation, biochemical qHTS; response scale: 100% = 6.5 mM cAMP response; further: potency means the concentration at half of the fitted maximal effect; nearly all actives have a fitted effect of over 50% in size
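Setup: EPAC2 100 nM, labeled Rap1B complex 250 nM, free GDP 50 uM. Compound titrations pinned in, brief spin, 5 min room temperature incubation. Kinetic fluorescence read over 30 min, normalized to 6.5 mM cAMP.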
PTHR1 agonist: qHTS for PTHR1 Agonists: Primary Screen; Parathyroid hormone/parathyroid hormone-related peptide receptor (Homo sapiens), Q03431; HEK293 GP2 PTHR1 cells, GloSensor cAMP luminescence, 1 h; Potency, µM (highest dose often 115 µM), for the others: at the top dose activation, hits mostly activators; 410,000 compounds, 0.075% hits; AID 743266, 2014; further: potency means the concentration at half of the fitted maximal effect; nearly all actives have a fitted effect of over 55% in size; some results filed as inactive show a strong effect at the top dose; inactives centre near -15; many of its hits are not listed in these tables
Target sequence (Q03431 whole entry, looked up): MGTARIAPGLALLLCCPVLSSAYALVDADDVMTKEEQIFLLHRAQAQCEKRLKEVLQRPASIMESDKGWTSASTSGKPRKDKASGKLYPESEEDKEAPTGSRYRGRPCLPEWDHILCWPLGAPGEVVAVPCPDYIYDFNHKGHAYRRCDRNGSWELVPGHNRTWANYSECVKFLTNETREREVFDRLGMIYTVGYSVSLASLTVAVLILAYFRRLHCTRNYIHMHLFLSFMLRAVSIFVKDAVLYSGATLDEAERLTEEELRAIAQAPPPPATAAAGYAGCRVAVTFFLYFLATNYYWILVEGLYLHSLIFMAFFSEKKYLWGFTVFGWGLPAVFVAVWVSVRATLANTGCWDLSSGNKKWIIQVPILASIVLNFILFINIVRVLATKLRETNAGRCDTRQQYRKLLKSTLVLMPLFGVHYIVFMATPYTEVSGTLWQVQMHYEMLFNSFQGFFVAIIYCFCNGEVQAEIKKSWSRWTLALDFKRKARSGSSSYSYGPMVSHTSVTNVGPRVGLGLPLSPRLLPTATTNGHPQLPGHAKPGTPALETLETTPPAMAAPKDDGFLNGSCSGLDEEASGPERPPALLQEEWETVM
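HEK-293-derived GP2 cells expressing PTHR1 and a GloSensor cAMP reporter, 3,000/well, plated overnight, given luciferin plus IBMX (each 0.5 mM as added) for 1 h at 37 °C, then compound for 1 h at 37 °C. Luminescence was read after 15 min at room temperature.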
D3 antag: qHTS of D3 Dopamine Receptor Antagonist: qHTS; D(3) dopamine receptor (Homo sapiens), P35462; D3R cells, DiscoveRx beta-arrestin luminescence, antagonist mode; stronger effect = lower value; max response, negative = inhibition, %; 360,000 compounds, 2.5% hits; in the data active means max response below about -50%; inconclusive means no clear call, values can overlap the other calls; further: on the % scale 0 is the no-effect control and ±100 the full control effect; mostly tested at two doses, the higher about 12 µM
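Cells plated overnight at 1500 cells/well, then exposed to library compounds with dopamine controls for 90 minutes at 37 degrees C. DiscoveRx reagent added for 30–60 minutes at room temperature; luminescence read, quantitative HTS format.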
CCT chaperon mod: High-Throughput Screening for Modulators of Cytosolic Chaperonin Activity. purified chaperonin ATPase assay, HTRF ADP detection, 30 min. activity change, % (test concentration not listed), hits read low. 360,000 compounds, 0.3% hits; in the data active means activity change below about -30%; further: on the % scale 0 is the no-effect control and ±100 the full control effect
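TRiC (40 or 20 nM final, by batch activity) in 30 mM Tris pH 7.4, 100 mM KCl, 5 mM MgCl2, 1 mM DTT was treated with compound at 76 uM single dose, then 10 uM ATP, 30 min at 37 °C. ADP was read by HTRF Transcreener.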
Mm-Cpn inhibitor: Inhibitors of TCP-1 ring complex (TRiC) of Methanococcus maripaludis (MmCpn): qHTS. Chaperonin Mm-Cpn (Methanococcus maripaludis). purified Mm-Cpn ATPase, ADP Transcreener TR-FRET. Potency, µM (titrated, usually from 76.9 µM), inactives show top-dose activity, negative = inhibition, actives largely listed as inhibitors. 330,000 compounds, 0.031% hits. AID 504842, 2011; further: potency means the concentration at half of the fitted maximal effect; on the % scale 0 is the no-effect control and ±100 the full control effect; nearly all actives have a fitted effect of over 80% in size
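Purified archaeal chaperonin (25 nM final) was preincubated with compound for 10 min at 37°C, then ATP (10 uM final) was added for 30 min at 37°C in Tris pH 7.4/KCl/MgCl2/DTT buffer. ADP was quantified by HTRF Transcreener TR-FRET.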
* marks the source's active call; other numbers are inactive results; i = inactive; ? = inconclusive; . = no result given; & = joins results of further samples; [ ] = another dose, or the depositor's remark. Unless noted, the call rests on the fitted dose curve; in most records, active means well fitted curve in the direction sought with a large enough effect; inconclusive means small, poorly fitted or top-dose-only effect, or another doubt; inactive means no such curve, though single readings can be large; an effect the other way counts as inactive or inconclusive. Only part of the results is shown. The share of hits here may be higher or lower than overall.

structure,PTHR1 agonist,CCT chaperon mod,DRD3 agonist,Mm-Cpn inhibitor,D3 antag,Akt phos inh,EPAC2 antag,EPAC2 ag
CS(=O)(=O)c1ccc2nnn(OCC(=O)Nc3cccc(C#N)c3)c2c1,i,1.7,-17,-3%,14,i,10%,-1%
CCOc1ncccc1C(=O)Nc1ccc(OC)c(S(=O)(=O)N2CCCCC2)c1,-30%,1.2,6,-6%,9,i,5%,3%
Cc1cccc(NC(=O)CCNS(=O)(=O)c2cccc3nsnc23)c1,i,-1.7,-4,-6%,-13,i,-3%,3%
CSc1ccc(CCNC(=O)c2cc(C)nn2-c2ccccc2)cc1,-12%,1.9,-12,2%,11,i,2%,-5%
CC(C)OCCCN(C)C1CCN(S(=O)(=O)c2csc(C(N)=O)c2)CC1,i,0.0,-6&-3,-7%,-8,i,7%,-4%
O=C(Nc1c(C(=O)N2CCCC2)cnn1-c1ccccc1)c1cccc(F)c1,i,-0.5,1,4%,5,i,-2%,4%
CCOC(=O)C1CCCN(CC(O)COCc2ccc3c(c2)OCO3)C1 (stereo not drawn),?,-4.7,-10,2%,-13,i,7%,10%
CCc1cc2c(=O)c(-c3nc4ccccc4[nH]3)coc2c(CN2CCCCC2)c1O,i,0.6,-3,2%,24,i,-11%,-4%
Cc1ccc2nc(SC(C)C(=O)NC3CCCC3)[nH]c2c1 (stereo not drawn),-14%,0.4,-7,1%,13,i,2%,-3%
O=C(NC(=S)Nc1ccc(S(=O)(=O)Nc2ccccc2)cc1)C1CC1,i,1.2,3,4%,1,i,8%,6%
Cc1cc(C)c(C(=O)CC(=O)c2cccnc2)c(C)c1,-17%,-2.4,-18,.,?,i,36%[activator],1%
Cc1cccc(C)c1NC(=O)C1c2ccccc2OCC(=O)N1CC(F)(F)F (stereo not drawn),10%,0.8,-1,.,8,i,3%,0%
Cc1ccc(NC(=O)CCC(=O)NNC(=O)C(c2ccccc2)c2ccccc2)c(C)c1,-24%,-3.5,1,1%,-21,i,-6%,8%
O=C(CCCN1C(=O)/C(=C/c2ccccc2)SC1=S)Nc1cccc(O)c1,i,-0.3,-1,5%,-22,i,-9%,13%
O=C1COc2ccc3ccccc3c2CN1,i,-2.0,-5,1%,3,i,4%,7%
CCn1nnc(-c2ccccc2NC(=O)c2cccc(-n3cnnn3)c2)n1,i,-1.5,8,2%,11,i,-2%,11%
CCCC(=O)N1CCC1(C)C(=O)NS(=O)(=O)c1cc(C)ccc1F (stereo not drawn),i,-1.0,-4,.,-19,i,1%,4%
O=C(/C=C/c1ccccc1)CCN1CCOCC1,-97%[inhibitor],-2.6,-10,.,-15,i,14%,4%
CCOC(=O)c1[nH]c(CSc2nnnn2-c2ccccc2C)c(C(=O)OCC)c1C,-21%,-1.0,1,1%,12,i,-6%,17%
O=C(O)CC1(CC(=O)Nc2ccc3sccc3c2)CCCCC1,i,-2.7,-3,0%,-10,i,10%,9%

structure,PTHR1 agonist,CCT chaperon mod,DRD3 agonist,Mm-Cpn inhibitor,D3 antag,Akt phos inh,EPAC2 antag,EPAC2 ag
CC(=O)Cc1nsc(NC(=O)c2ccc(Cl)cc2Cl)n1,i,-5.0,-11,-2%,0,i,-1%,1%
COC(=O)Cn1c(=O)cnc2ccccc21,-11%[57.5 µM],-1.6,0,1%,1,i,4%,2%
Cn1c(CSCc2ccccc2)nnc1SCC(=O)Nc1nccs1,-40%[inhibitor],1.9,-2,-1%,10,.,-1%,6%
CCOc1ccc(NC(=O)C2C(C(=O)O)C3(Cl)C(Cl)=C(Cl)C2(Cl)C3(Cl)Cl)cc1 (stereo not drawn),-13%,-0.4,5,2%,-13,i,-9%,7%
Cc1ccc(C(=O)OCN2C(=O)c3ccccc3C2=O)c(O)c1,i,1.5,4,-1%,5,i,7%,1%
Cc1ccccc1N=Nc1c(O)[nH]c2ccccc12,i,-10,5,.,-4,i,6%,12%
N/C(=N/O)c1cccn1Cc1ccccc1[N+](=O)[O-],-2%,0.8,4,1%,-27,i,-11%,2%
CCCCn1c(N)c(N(CC(C)C)C(=O)CSCc2cccc(C)c2)c(=O)[nH]c1=O,-10%,3.8,0,0%,0,i,-4%,-7%
CCOC(=O)Nc1ccc(C(=O)/C=C/c2ccccc2)cc1,-27%,0.9,4,0%,-14,i,-5%,-8%
CCOc1ccc2[nH]c(C)c(CN3CCCCC3)c(=O)c2c1,i,2.4,1,-1%,9,i,-3%,6%
COc1cc(/C=C(/C#N)c2nc3ccccc3[nH]2)ccc1OCc1ccc(C(=O)O)o1,?,2.0,-1,-18%,-3,i,-6%,7%
O=C(Oc1c(CN2CCOCC2)cc(Cl)c2cccnc12)c1ccccc1F,i,0.0,-21,1%,-85*,i,-19%,22%
O=C(COC(=O)/C=C/c1cccs1)Nc1ccc(Cl)cc1F,i,-3.2,-8,1%,-16,i,-3%,0%
Cc1ccc(NC(=O)COc2cccc(-n3cnnn3)c2)cc1S(=O)(=O)N1CCOCC1,-41%[inhibitor],2.7,-1,-9%,10,i,-11%,5%
COc1ccc(-c2csc(-c3[nH]cnc3N)n2)cc1,i,-0.2,2,-8%,13,i,1%,-8%
CCOc1cc(C=NNC(=O)N(c2ccccc2)c2ccccc2)ccc1O,-7%,-1.8,6,.,-5,i,-12%,8%
CCCCCCCCN1C(=O)[C@H](CC(=O)N2CCCC2)C[C@@]2(C(=O)OCC)CCCC=C12,-42%[inhibitor],0.5,-5,.,-3,i,-28%,-4%
Cc1cccc(C(=O)Oc2c(Br)cc(Br)cc2/C=N/NC(=O)c2ccncc2)c1,i,-1.0,-8,-1%,7,i,0%,-1%
COC(=O)C1=C(C)NC2=C(C(=O)CCC2)C1c1coc2ccccc2c1=O (stereo not drawn),i,0.1,5,-1%,0,i,2%[57.1 µM],-9%
CSc1cccc(NC(=O)Nc2ccccc2)c1,-12%[57.5 µM],0.2,0,1%,-5,i,-11%,14%

structure,PTHR1 agonist,CCT chaperon mod,DRD3 agonist,Mm-Cpn inhibitor,D3 antag,Akt phos inh,EPAC2 antag,EPAC2 ag
CCCCN1C(=O)C(CC(=O)NCCCN(C)C)CC(C(=O)N2CCCCCC2)=C1C (stereo not drawn),i,-1.5,-2,.,-23,i,0%,0%
O=C(Nc1cc(N2CCOCC2)ncn1)c1ccc(F)cc1,-11%,-2.1,-7,0%,1,i,4%,11%
O=C(NNc1nc2ccccc2o1)c1ccccc1,-18%,-4.8,5,1%,-9,i,-5%,4%
O=C(Nc1c(F)cccc1F)c1ccc2c(c1)CCN2S(=O)(=O)c1ccccc1,-30%,-4.9,5,-2%,-1,i,-8%,11%
Cc1cc(C)n(C(=O)COc2c(C)cccc2C)n1,i,-0.6,-1,1%,-9,i,4%,-1%
COC(=O)c1ccccc1NC(=S)N1CCN(C2CCCCC2)CC1,7%,-2.7,-14,-1%,?,i,5%,5%
CCN(CC)c1ccc(S(=O)(=O)N2CCOCC2)cc1NC(=O)CN1C(=O)NC2(CCCC2)C1=O,-22%,-1.2,-10,-1%,-15,i,-5%,-2%
COC(=O)[C@@]1(Cc2ccc(F)cc2)[C@H]2c3cc(C(=O)N(C)C)n(CCSCCO)c3C[C@H]2CN1C(=O)c1ccccc1,-20%,-1.4,-2,0%,1,i,-11%,13%
CCS(=O)(=O)N1CCC(N2CCC(C)CC2)CC1,-21%,1.3,-12,-1%,-16,i,3%,3%
N#Cc1nc(Cc2cccc3ccccc23)oc1NCCCn1ccnc1,i,2.2,-5,-2%,?,i,-6%,-4%
CCOC(=O)c1ccc(NC(=O)c2cc(F)c(F)cc2Cl)cc1,-76%[inhibitor],-17,3,-18%,4,i,-11%,11%
O=C(c1ccco1)N1CCN(CCCCOc2cccc3ccccc23)CC1,-42%[inhibitor],-1.7,38*,1%,?,i,-6%,8%
Cc1sc2nc(SCC(=O)NCc3ccco3)n(Cc3ccccc3)c(=O)c2c1C,i,-5.8,-8,-3%,0,?,-8%,3%
CCOc1ccc(S(=O)(=O)NCCC(=O)NCC2COc3ccccc3O2)cc1 (stereo not drawn),-5%,-2.5,6,1%,35,i,4%,-3%
COc1ccc(NC(=O)N2CCc3ccccc32)cc1,-2%,-2.2,1,0%,-4,i,0%,-13%
CN(Cc1cc(-c2ccccc2)on1)C(=O)c1cc(COc2c(F)cccc2F)on1,-10%,0.3,-5,-1%,3,i,-3%,5%
O=C(Nc1cccc(F)c1)N1CC=C(n2c(=O)[nH]c3ccccc32)CC1,-44%[inhibitor][57.5 µM],-0.3,-4,2%,4,i,3%,2%
